VEEV TC-83 Vero = inhibitors of VEEV TC-83 cytopathic effect, confirmation, Vero cells (AID 588727) | Vero cells, VEEV TC-83 cytopathic effect inhibition; higher % means a stronger effect | inhibition, % at 20 µM; hits with a dose series show IC50 in µM | actives 0.13% (n = 350,000); in the data active = a potency from the dose series; inconclusive = inhibition mostly from about 14% at the one dose, without a potency; inactive = the rest, 99 in 100 with inhibition below about 12%; note: strong numbers were not always called active
H37Rv inhibition = M. tuberculosis growth inhibition, HTS (AID 449762); M. tuberculosis H37Rv growth inhibition, 7H9 media; higher % means a stronger effect; inhibition, % at 25 µM; hits with a dose series show IC50 in µM; actives 0.59% (n = 330,000); in the data active = a potency from the dose series; inconclusive = inhibition above about 70% without an active follow-up result;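 note: bacterial growth assessed after seven days of incubation; strong numbers were not always called active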
tuberculosis growth = growth inhibition of non-replicating M. tuberculosis (AID 488890); Mycobacterium tuberculosis non-replicating, growth inhibition; higher % means a stronger effect; actives 0.39% (n = 320,000); inhibition, % at 25 µM, or IC50 in µM where a hit was titrated; in the data active = a potency from the dose series; inconclusive = inhibition mostly from about 82% at the one dose, without a potency; inactive = the rest, 99 in 100 with inhibition below about 76%;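 note: plate controls were DMSO cells for no effect and high antibiotic wells for full effect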
Salmonella PhoP GFP = PhoP regulon inhibitors, Salmonella typhi PhoP promoter GFP reporter, confirmatory (AID 1850). Salmonella Typhi PhoP-promoter GFP reporter, fluorescence, 4 h; higher % means a stronger effect. inhibition, % at 50 µM, or IC50 in µM where a hit was titrated. actives 0.33% (n = 310,000); in the data active = a potency from the dose series; inconclusive = inhibition mostly from about 25% at the one dose, without a potency; inactive = the rest, 99 in 100 with inhibition below about 19%;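 note: 0% = induced wells with vehicle and 100% = uninduced wells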
H1N1 NS1A inhibition = H1N1 influenza NS1A inhibitors, functional cell based assay (AID 504329) | NS1A functional cell-based assay, percent inhibition; higher % means a stronger effect | actives 0.3% (n = 340,000) | inhibition, % at 12.5 µM; hits with a dose series show IC50 in µM; in the data active = a potency from the dose series; inconclusive = inhibition above about 27% without an active follow-up result; note: strong numbers were not always called active
VEEV TC-83 Vero 10K pilot screen = further read-out of VEEV TC-83 Vero, marked with its call; inhibition, %; measured here: 10K pilot screen inhibition
Numbers without * were called inactive; i = inactive; ? = inconclusive; nt = not tested or not shown.

SMILES	VEEV TC-83 Vero	H37Rv inhibition	tuberculosis growth	Salmonella PhoP GFP	H1N1 NS1A inhibition	others
O=C(COc1ccc2ccccc2c1)Nc1cccc2c1C(=O)NC2=O	nt	2.4%	-0.4%	12.8%	nt
CC/C(=N\N1CCCCCC1)c1c(O)n(-c2ccccc2C)c(=O)[nH]c1=O	9.7%	2.9%	30.0%	-0.3%	-5.8%
O=C(Nc1sc2c(c1C(=O)O)CCCC2)c1cccc(Cl)c1	1.3%	8.3%	77.0%	2.5%	-21.3%
CCN(c1ccccc1)S(=O)(=O)c1ccc(Cl)c(C(=O)OCC(=O)NC(=O)C(C)C)c1	1.4%	-7.2%	-1.6%	-2.9%	-9.9%
CSCC[C@H](NC(=O)N1CCn2c1nc1ccccc12)C(=O)N[C@@H](C(=O)O)c1ccccc1	0.9%	-7.7%	-9.9%	1.9%	-0.8%
Cc1c(C)n(CC(O)CN2CCCCCC2)c2ccccc12 (stereo not given)	0.7%	-5.0%	18.9%	-2.9%	15.6%
O=C(/C=C/c1ccc([N+](=O)[O-])o1)NNC(=O)c1ccc(F)cc1	23.4%	?	?	-1.5%	-5.1%
N/C(=N\OC(=O)CSc1ccccc1)c1cccc([N+](=O)[O-])c1	0.8%	?	77.9%	1.0%	4.5%
CC1(c2ccccc2)CC(C)(C)n2c(O)c(C3=NC(=S)NC3=O)c3cccc1c32 (stereo not given)	4.9%	5.7%	-0.2%	13.9%	-10.1%
C=CCn1c(SCC(=O)c2c(N)n(C)c(=O)n(C)c2=O)nc2sc(CC)cc2c1=O	3.2%	-0.2%	-0.1%	2.7%	12.3%
CC(=O)c1c(C)[nH]c(C(=O)COC(=O)COc2ccccc2F)c1C	0.1%	3.1%	12.6%	nt	4.3%
CCN1CCN(c2ncnc3c2c(-c2ccccc2)cn3-c2ccc(F)cc2)CC1	8.8%	68.7%	44.8%	-3.2%	18.0%
Cc1cc(-c2ccc(Cl)cc2)c(C#N)c(N)n1	i	-8.6%	13.4%	0.2%	-2.0%
Cc1ccc2sc(N(CCN(C)C)C(=O)/C=C/c3cccs3)nc2c1C	i	44.1%	68.3%	-7.1%	6.2%
CCN1CCC(O)(c2ccccc2)C(C(=O)c2ccccc2)C1 (stereo not given)	i	?	3.2%	-5.9%	-6.4%
Cc1cc(C(=O)NCc2ccco2)sc1C	0.5%	-0.2%	54.5%	nt	-16.1%
O=C(CCCCCCN1C(=O)c2ccccc2C1=O)N1CCC(c2ccccc2)C1 (stereo not given)	5.6%	1.5%	42.6%	0.4%	3.2%
CC(C)CC1(C)NC(=O)N(CC(=O)N2C(C)CCCC2C)C1=O (stereo not given)	i	2.5%	-7.9%	nt	5.9%
O=C(CCC(=O)N1CCCC1)Nc1ccc(Cl)c(Cl)c1	i	?	-6.0%	-7.4%	11.1%
CCCN1C(=O)SC(CC(=O)Nc2cccc3ccccc23)C1=O (stereo not given)	1.1%	8.6%	42.5%	2.6%	3.9%
Cc1nn(C(C)C(=O)NCCN2CCCCCC2)c(=O)c2nn(-c3ccccc3)c(C)c12 (stereo not given)	0.9%	0.9%	18.8%	1.3%	0.8%
Cc1ccc2[nH]c(=O)c(-c3nc4ccccn4c3NCc3ccco3)cc2c1	5.2%	-2.8%	-4.0%	2.5%	5.3%
CCOc1ccc(NC(=O)CC2C(=O)N(c3ccc(OC)cc3)C(=O)N2CCc2cccs2)cc1 (stereo not given)	1.2%	-9.5%	24.4%	-11.3%	20.3%
C=C1N2CCC(CC2)C1(O)c1ccccc1C (stereo not given)	i	3.0%	-3.4%	-6.0%	-9.1%
O=C(/C=C/c1ccc(Br)cc1)c1ccco1	4.2%	?	?	2.4%	-3.4%

(next part)
SMILES	VEEV TC-83 Vero	H37Rv inhibition	tuberculosis growth	Salmonella PhoP GFP	H1N1 NS1A inhibition	others
CCOc1ccc(-c2n[nH]c(C)c2Oc2ccc(OC)cc2)c(O)c1	4.3%	3.3%	-2.0%	-3.0%	-6.7%
Cc1ccc(SCc2[nH]nc3c2C(c2ccco2)C(C#N)=C(N)O3)cc1 (stereo not given)	0.5%	0.7%	24.2%	5.5%	-7.3%
COCCNC(=O)C(c1ccc(O)cc1)N(Cc1ccccc1)C(=O)CCC(=O)Nc1ccccn1 (stereo not given)	0.3%	12.7%	-16.3%	-20.4%	-2.2%
Cn1c(=O)[nH]c(=O)c2c1nc(N1CCCCC1)n2CCSc1ncccn1	5.7%	-10.7%	-17.9%	3.1%	3.7%
COc1ccc(Cn2c(=S)[nH]c3cc(OC)c(OC)cc3c2=O)cc1	0.5%	1.2%	-9.4%	-12.6%	4.2%
COc1ccc(CCC(=O)OCC(=O)Nc2ccccc2)cc1	1.1%	17.8%	19.8%	5.1%	-1.8%
N#Cc1c(NC(=O)CCCl)sc2c1CCCCC2	9.6%	-2.5%	9.4%	-3.3%	1.5%
CCOCc1nnc(NC(=O)CSCc2ccccc2)s1	1.0%	-2.3%	65.8%	6.9%	-2.0%
Cc1cc(-n2c(C)cc(C(=O)CCl)c2C)no1	?	?	?	11.0%	5.1%
CN(C)[C@@H](CO)c1nnc([C@H](Cc2ccc(O)cc2)NC(=O)C2CCNCC2)o1	1.1%	-10.7%	-16.2%	6.6%	-22.4%
N#Cc1c(/N=C/c2ccccc2)oc(-c2ccccc2)c1-c1ccccc1	0.2%	-1.8%	11.3%	-3.3%	2.7%
COc1cc(C(=O)Nc2cccc(-c3nc4cc(C)cc(C)c4o3)c2)cc(OC)c1OC	0.1%	nt	nt	nt	-11.5%
Cn1cnc2c1c(=O)n(Cc1ccc(Cl)cc1Cl)c(=O)n2C	1.6%	7.6%	19.3%	3.9%	-2.7%
Cc1cc2c(cc1S(=O)(=O)N(C)Cc1ccccc1)OCC(=O)N2	1.3%	-7.1%	3.3%	-7.4%	3.8%	VEEV TC-83 Vero 10K pilot screen=0.1
CC(C)(C)C(=O)NC1CCN(S(=O)(=O)c2cccc(C(F)(F)F)c2)CC1	3.6%	-0.8%	-14.3%	1.3%	5.1%
C(#CCN1CCCC1)CN1CCCC1	2.8%	nt	nt	nt	-10.7%
CCc1c(C)sc(NC(=O)c2noc(C)c2[N+](=O)[O-])c1C#N	0.6%	66.0%	-0.6%	-10.8%	7.1%
CC1CCCC(C)N1C(=O)COC(=O)c1ccccc1O (stereo not given)	0.6%	2.6%	78.2%	nt	-3.2%
Cc1cn(CC(=O)N2CCN(c3ccccn3)CC2)c(=O)[nH]c1=O	0.3%	nt	nt	nt	-4.5%
COc1ccc(Cc2nnc(N)s2)cc1OC	2.8%	7.9%	-0.5%	5.0%	-2.8%
O=C(CN1C(=O)C(=O)N(Cc2ccccc2)C1=O)c1ccc[nH]1	0.3%	-4.2%	39.1%	nt	-3.7%
COC(=O)c1c(NC(=O)CSc2nnnn2C)sc(C)c1C	0.8%	0.6%	3.4%	-11.2%	3.2%
Cc1ccc(S(=O)(=O)c2nc(Cc3ccccc3)oc2N2CCOCC2)cc1	0.5%	7.2%	-8.7%	nt	0.7%
NC(=O)C(c1ncc(C(F)(F)F)cc1Cl)c1c(Cl)cccc1Cl (stereo not given)	i	5.6%	-3.6%	-3.0%	-0.2%
CSc1nnc(NC(=O)c2cc3ccccc3oc2=O)s1	1.7%	?	nt	-6.1%	4.1%

Of the compounds above, these contain a cyano group:
SMILES	VEEV TC-83 Vero	H37Rv inhibition	tuberculosis growth	Salmonella PhoP GFP	H1N1 NS1A inhibition	others
Cc1cc(-c2ccc(Cl)cc2)c(C#N)c(N)n1	i	-8.6%	13.4%	0.2%	-2.0%
Cc1ccc(SCc2[nH]nc3c2C(c2ccco2)C(C#N)=C(N)O3)cc1 (stereo not given)	0.5%	0.7%	24.2%	5.5%	-7.3%
N#Cc1c(NC(=O)CCCl)sc2c1CCCCC2	9.6%	-2.5%	9.4%	-3.3%	1.5%
N#Cc1c(/N=C/c2ccccc2)oc(-c2ccccc2)c1-c1ccccc1	0.2%	-1.8%	11.3%	-3.3%	2.7%
CCc1c(C)sc(NC(=O)c2noc(C)c2[N+](=O)[O-])c1C#N	0.6%	66.0%	-0.6%	-10.8%	7.1%

The listing picks up; the 4 compounds before the break are reprinted first.
SMILES	VEEV TC-83 Vero	H37Rv inhibition	tuberculosis growth	Salmonella PhoP GFP	H1N1 NS1A inhibition	others
COC(=O)c1c(NC(=O)CSc2nnnn2C)sc(C)c1C	0.8%	0.6%	3.4%	-11.2%	3.2%
Cc1ccc(S(=O)(=O)c2nc(Cc3ccccc3)oc2N2CCOCC2)cc1	0.5%	7.2%	-8.7%	nt	0.7%
NC(=O)C(c1ncc(C(F)(F)F)cc1Cl)c1c(Cl)cccc1Cl (stereo not given)	i	5.6%	-3.6%	-3.0%	-0.2%
CSc1nnc(NC(=O)c2cc3ccccc3oc2=O)s1	1.7%	?	nt	-6.1%	4.1%
COCCNC(=O)Cn1nc(C)c([N+](=O)[O-])c1C	0.1%	-1.0%	5.0%	-24.5%	-1.5%
N/C(=N\OC(=O)c1ccccc1F)c1ccc([N+](=O)[O-])cc1	1.4%	1.3%	37.8%	-6.0%	3.7%
CN(C)N1C(N)=C(C#N)C(c2cccnc2)C2=C1CC(C)(C)CC2=O (stereo not given)	0.9%	-3.5%	-5.7%	3.2%	-4.0%
Cc1ccc2cc(C#N)c(SCC(=O)NNC(=O)Cc3ccccc3)nc2c1	i	nt	nt	nt	-10.6%
O=C(Nc1ccc(Cl)c(Cl)c1)C1CCN(C(=O)c2ccco2)CC1	6.8%	63.9%	1.2%	8.7%	-6.8%
CC(C)COP(=O)(OCC(C)C)C(Nc1ccccc1)c1ccccc1 (stereo not given)	6.0%	16.6%	13.3%	-0.5%	-4.6%
CC(OC(=O)c1cccs1)C(=O)NC1CCCCC1C (stereo not given)	7.2%	-11.0%	-13.9%	nt	-6.0%
O=C(CCC1CCCC1)NNC(=O)c1cc2ccccc2cc1O	5.8%	-2.1%	-9.1%	15.9%	4.0%
O=C(CCN1CCOCC1)Nc1ccc(F)cc1	0.2%	0.4%	-1.5%	6.8%	-3.3%
N#CC1(NC(=O)CN2C(=O)NC(Cc3c[nH]c4ccccc34)C2=O)CCCCC1 (stereo not given)	1.5%	-0.5%	2.9%	nt	8.2%
Cc1cc(C)n2c(nc3ccccc32)c1C(=O)NCc1ccccc1	1.6%	-1.7%	-4.0%	7.1%	4.0%
Cc1ccccc1C(=O)O/N=C(\N)c1ccccc1	8.0%	4.3%	14.0%	-11.2%	20.7%
Cc1cc2ccccn2c1C(=O)c1ccc([N+](=O)[O-])o1	i	26.2%	?	-2.2%	7.2%
Cc1nn(CC(=O)Nc2cccnc2)c(=O)c2ccccc12	i	0.3%	9.3%	-3.2%	-1.1%
N=C(N)n1c(N)nc2ccccc2c1=O	0.1%	-3.3%	-15.1%	-10.4%	2.7%
O=C(CCS(=O)(=O)CCN1CCOCC1)NCNC(=O)CCS(=O)(=O)CCN1CCOCC1	0.3%	-4.4%	-1.4%	-0.5%	-0.1%
O=c1ccccn1Cc1c(Cl)cccc1Cl	2.7%	-3.6%	8.1%	-3.8%	6.7%
CCC(C)Sc1cc(-c2nc3ccc(C)cn3c2NCc2ccccc2)ccc1OC (stereo not given)	2.2%	?	41.3%	0.7%	3.3%
O=C(NCc1ccccc1)NS(=O)(=O)c1ccccc1Cl	2.5%	5.7%	3.0%	-4.9%	-2.0%
COc1ccc(C2CC(c3ccccc3OC(C)=O)=NN2C(=O)/C=C/c2ccccc2)cc1OC (stereo not given)	9.6%	10.3%	16.6%	-4.2%	-0.7%

Pulled one by one from the entries so far:
SMILES	VEEV TC-83 Vero	H37Rv inhibition	tuberculosis growth	Salmonella PhoP GFP	H1N1 NS1A inhibition	others
N#Cc1c(/N=C/c2ccccc2)oc(-c2ccccc2)c1-c1ccccc1	0.2%	-1.8%	11.3%	-3.3%	2.7%
CCN(c1ccccc1)S(=O)(=O)c1ccc(Cl)c(C(=O)OCC(=O)NC(=O)C(C)C)c1	1.4%	-7.2%	-1.6%	-2.9%	-9.9%

Bioassay records: PubChem BioAssay, Southern Research Specialized Biocontainment Screening Center
